From PubChem
STAT1 activator – activators of IFN-gamma induced STAT1 signaling | NIH 3T3 STAT1-luciferase reporter, luminescence; 100% = IFN-gamma alone, no compound | 2.6% of 200,000 active | AID 932 | activation (% of control), % at 5.5 µM;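 active means activation above the screen-wide mean activation plus 3 SD, cut at about 130% in these data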;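 further: raw ratio to IFN-gamma control signal so 100% means no change and 0% no light; values of inactives mirror those of a sister screen read the other way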
FLuc inh counter – inhibits firefly luciferase, flagging false hits in luciferase inhibition screens | AID 1006 | inhibition, % at 10 µM | P08659 | 1.5% of 200,000 active | ATPLite firefly luciferase biochemical luminescence, 10 min;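 active means inhibition above about 50% when tested at 10 µM, limit read from the data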
Target sequence (P08659 whole entry, looked up): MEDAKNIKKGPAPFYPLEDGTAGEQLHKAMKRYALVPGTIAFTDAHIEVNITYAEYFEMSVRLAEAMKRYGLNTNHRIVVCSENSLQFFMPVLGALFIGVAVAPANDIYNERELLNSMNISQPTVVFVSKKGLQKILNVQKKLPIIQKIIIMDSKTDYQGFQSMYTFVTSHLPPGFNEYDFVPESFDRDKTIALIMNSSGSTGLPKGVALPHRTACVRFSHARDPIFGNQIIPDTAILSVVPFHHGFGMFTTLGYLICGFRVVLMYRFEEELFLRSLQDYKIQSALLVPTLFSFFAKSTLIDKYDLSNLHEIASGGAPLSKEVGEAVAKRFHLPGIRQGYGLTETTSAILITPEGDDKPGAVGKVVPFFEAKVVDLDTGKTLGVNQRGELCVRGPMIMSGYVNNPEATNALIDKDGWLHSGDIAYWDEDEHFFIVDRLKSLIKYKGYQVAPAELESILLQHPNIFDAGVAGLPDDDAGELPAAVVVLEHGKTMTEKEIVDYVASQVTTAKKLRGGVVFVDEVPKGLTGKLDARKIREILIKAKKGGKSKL
APP transl inh – APP translation inhibition; SH-SY5Y APP 5'UTR-luciferase reporter, luminescence; inhibition, % at 2 µM; 0.82% of 190,000 active; AID 1285;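 active means inhibition above a set limit, derived from the sample mean plus 3 SD, cut at about 45% in these data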; further: values of inactives mirror those of a sister screen read the other way
APP 5'UTR act – APP 5'UTR luciferase reporter activation; activation, % at 2 µM; AID 1276; 1% of 190,000 active; SH-SY5Y APP 5'UTR luciferase reporter, luminescence; zero percent = DMSO vehicle wells;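 active means activation above a set limit, based on mean plus 3 SD of controls, cut at about 140% in these data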; further: values of inactives mirror those of a sister screen read the other way
Hsp70 act – Hsp70 transcriptional activation, primary screen | HeLa Hsp70 promoter luciferase reporter, luminescence; scaled: vehicle 0, proteasome-inhibitor control 100% | 0.04% of 200,000 active | activation, % at 10 µM;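 active means activation above the mean across all tested compounds plus 3 SD, cutoff set per campaign, cut at about 5.5% in these data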;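 further: 100% = MG132 at 30 µM as the positive control and 0% = DMSO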
STAT1 blocker – reduces IFN-gamma driven STAT1 reporter signal; NIH 3T3 STAT1-luciferase reporter, luminescence; inhibition, % at 5.5 µM; 0.35% of 200,000 active;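 active means inhibition above a set limit, the mean inhibition across all tested compounds plus 3 SD, cut at about 34% in these data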;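 further: 0% = IFN-gamma with DMSO and 100% = IFN-gamma with 300 µM nifuroxazide; values of inactives mirror those of a sister screen read the other way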
STAT3 blocker – reduces IL-6 driven STAT3 reporter signal; U3A cells, IL-6 STAT3-luciferase reporter, luminescence; host cell line lacks STAT1; AID 862; inhibition, % at 5.5 µM; 0.89% of 190,000 active;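 active means inhibition above the mean inhibition across all screened compounds plus 3 SD, cut at about 44% in these data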;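 further: 0% = DMSO only wells and 100% = 100 µM nifuroxazide control wells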
NF-kB neuron act – raises NF-kB expression in human neuronal cells; AID 1239; 1.6% of 190,000 active; fold change at 12.5 µM; NF-kB reporter expression; active compounds read high; in the data active means fold change above about 3.3
STAT3 act – increases IL-6 driven STAT3 reporter signal | 0.91% of 190,000 active | AID 871 | activation (% of control), % at 5.6 µM | U3A cells, IL-6 STAT3-luciferase reporter, luminescence; 100% = signal with IL-6 EC80 alone;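 active means activation above the screen-wide mean of compound activation plus 3 SD, cut at about 130% in these data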;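 further: 0% = background luminescence of wells with medium and substrate only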
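System – human U3A cells carrying STAT3-luciferase construct · Probe or stimulus – Interleukin-6, 33 ng/mL · Schedule – compound 1 h, then IL-6 6 h at 37 °C · Signal – luminescence from STAT3-driven luciferase reporter · Evaluation – percent of IL-6-only median luminescence · Benchmarks – IL-6-only high control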
RAM inhibit – inhibitors of the yeast RAM network | S. cerevisiae dse1pr::URA3 reporter, 5-FOA growth OD615, 2 d; analog-sensitive cbk1-as2 kinase mutant strain | inhibition, % at 50 µM | 1.8% of 190,000 active | AID 868;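 active means inhibition above a set limit, 3 SD over mean compound inhibition, cut at about 8.4% in these data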;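 further: 0% = DMSO-only wells with no growth and 100% = 10 µM 1-NA-PP1 full growth; inhibition rescues growth on 5-FOA so higher OD means more RAM inhibition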
* marks the source's active call; other numbers are inactive results; nt = no result given.

The first seven compounds as a preview:
SMILES	STAT1 activator	FLuc inh counter	APP transl inh	APP 5'UTR act	Hsp70 act	STAT1 blocker	STAT3 blocker	NF-kB neuron act	STAT3 act	RAM inhibit
Cc1cc(C)cc(Nc2ncc3c(n2)CC(c2ccco2)CC3=O)c1 (configuration not stated)	103	2	-11	11	0.2	-4	4	1.2	98	-0.3
CN=C(Nc1ccccc1OC)SC1CC(=O)N(c2ccc(C(=O)OC)cc2)C1=O (configuration not stated)	97	-2	-16	16	-0.1	4	8	1.3	102	0.1
O=C(NCCO)c1ccccc1O	103	-4	-19	19	0.1	-3	5	1.1	101	-1.3
Cc1nn(-c2ccccc2)c(N)c1C(O)(CSc1nccn1C)C(F)(F)F (configuration not stated)	105	-8	nt	nt	0.2	-5	-14	0.99	110	0.3
O=C(CCC(=O)Nc1ccccc1)N/N=C/C=C/c1ccccc1	104	0	-3	3	-0.3	-5	-12	0.97	110	0.4
CCCCCCNCc1cccc(Br)c1	101	-4	-10	10	-0.2	-1	4	1.3	101	5.4
CC1C/C(=N\NC(=S)NCc2ccccc2)CC(C)(C)C1 (configuration not stated)	100	0	4	-4	-0.1	0	2	1.2	104	0.6

Main list, repeating the preview:
SMILES	STAT1 activator	FLuc inh counter	APP transl inh	APP 5'UTR act	Hsp70 act	STAT1 blocker	STAT3 blocker	NF-kB neuron act	STAT3 act	RAM inhibit
Cc1cc(C)cc(Nc2ncc3c(n2)CC(c2ccco2)CC3=O)c1 (configuration not stated)	103	2	-11	11	0.2	-4	4	1.2	98	-0.3
CN=C(Nc1ccccc1OC)SC1CC(=O)N(c2ccc(C(=O)OC)cc2)C1=O (configuration not stated)	97	-2	-16	16	-0.1	4	8	1.3	102	0.1
O=C(NCCO)c1ccccc1O	103	-4	-19	19	0.1	-3	5	1.1	101	-1.3
Cc1nn(-c2ccccc2)c(N)c1C(O)(CSc1nccn1C)C(F)(F)F (configuration not stated)	105	-8	nt	nt	0.2	-5	-14	0.99	110	0.3
O=C(CCC(=O)Nc1ccccc1)N/N=C/C=C/c1ccccc1	104	0	-3	3	-0.3	-5	-12	0.97	110	0.4
CCCCCCNCc1cccc(Br)c1	101	-4	-10	10	-0.2	-1	4	1.3	101	5.4
CC1C/C(=N\NC(=S)NCc2ccccc2)CC(C)(C)C1 (configuration not stated)	100	0	4	-4	-0.1	0	2	1.2	104	0.6
Cn1c(NCc2cccs2)nc2ccccc21	120	6	-25	25	0.0	-22	-21	1.6	123	-0.6
O=c1c2cc(Cl)ccc2nc(-c2ccccc2)n1O	103	5	7	-7	-0.1	-4	14	1.1	90	-0.4
COC(=O)CNC(=O)C(C)(C)Oc1ccc(Cl)cc1	100	-4	0	0	-0.4	0	8	1.2	99	0.3
CSc1ccc(-c2nnn(Cc3ccc(Br)cc3)n2)cc1	105	-10	4	-4	-0.5	-6	10	1.6	95	6.0
CN=c1scc(-c2ccc(F)cc2)n1/N=C/c1ccc(O)c(O)c1	55	90*	37	-37	0.4	47*	-4	0.96	104	4.2
O=C(COC(=O)c1cc([N+](=O)[O-])ccc1NCc1ccccc1)NC1CCCc2ccccc21 (configuration not stated)	105	-1	-3	3	0.7	-10	-3	1	103	2.3
O=c1[nH]c(CSc2ccccn2)nc2ccccc12	135*	46	-123	123	-0.2	-39	15	2.9	90	3.3
CCOC(=O)C(C)n1cnc2c(nnn2Cc2ccc(Cl)cc2)c1=O (configuration not stated)	107	-1	-5	5	-0.5	-7	0	1	104	1.3
Cc1ccc(CN2CCNC2=O)cc1	89	-4	-7	7	-0.4	12	4	1.2	100	1.3
CCCCn1c(=O)[nH]c(=O)c2c(C(=O)OCC)cc(-c3ccc(OC(F)F)cc3)nc21	102	1	11	-11	0.4	-4	0	1.2	107	2.5
CCCCNC(=O)COC(=O)c1cc(S(=O)(=O)N2CCCCCC2)ccc1OC	97	-7	14	-14	-0.4	3	3	1.4	96	-0.8
O=C(OCC(=O)N1CCOCC1)c1ccc[nH]c1=O	96	-5	0	0	-0.3	4	-4	1.2	106	0.7
Cc1ccc(-c2nnc3ccc(SCC(=O)N4CCc5ccccc54)nn23)cc1	99	-5	-9	9	-0.3	1	2	0.68	106	4.9
CC(C)CCNC(=O)NC(=O)CSc1ncccn1	104	-2	-2	2	-0.2	-8	0	1.1	104	1.9
NC(=O)C1CCN(Cc2nc(-c3ccccc3)no2)CC1	102	-4	12	-12	0.1	-2	6	1.2	99	1.4
CSc1nccc(Oc2cccc(C#N)c2)n1	94	-6	4	-4	-0.5	7	1	0.99	99	1.8
CCOC(=O)c1cc2oc(C(c3nnnn3C3CCCCC3)N3CCOCC3)cc2[nH]1 (configuration not stated)	98	-11	-6	6	0.0	2	-11	1.3	112	2.3
COc1ccc(C(C[N+](=O)[O-])c2c(-c3ccccc3)cc3ccccn23)c(OC)c1 (configuration not stated)	98	-1	31	-31	0.4	3	10	1.3	96	0.8
SMILES	STAT1 activator	FLuc inh counter	APP transl inh	APP 5'UTR act	Hsp70 act	STAT1 blocker	STAT3 blocker	NF-kB neuron act	STAT3 act	RAM inhibit
O=C(NCc1ccco1)C(c1ccccc1)N(Cc1ccccc1)C(=O)Cn1nnc2ccccc21 (configuration not stated)	92	-8	6	-6	0.2	8	7	1.1	96	5.1
C=CCNC(=O)/C(=C/c1cn(-c2ccccc2)nc1-c1cccc([N+](=O)[O-])c1)NC(=O)c1ccccc1	98	-4	-6	6	-0.4	2	4	1	93	3.5
CCN(CC)C(=O)CCS(=O)(=O)c1cccc2nonc12	100	0	-11	11	-0.2	-1	8	1.3	96	-0.2
CSCCC(C(=O)Nc1ccc2c(c1)OCO2)N1C(=O)c2ccccc2C1=O (configuration not stated)	97	-4	-18	18	0.5	3	11	1.3	94	0.5
Cc1ccc(C)c(NC(=O)CCn2nc(C)cc2C)c1	97	-10	-20	20	-0.1	5	8	0.94	97	1.8
O=C1NC(N2CCOCC2)=N/C1=C/c1ccc2c(c1)OCO2	111	1	0	-1	-0.1	-13	7	1.5	104	-0.2
CN(C)CCNC(=O)/C(=C/c1ccc(-c2ccc(Cl)cc2Cl)o1)NC(=O)c1ccccc1	101	2	-12	12	-0.3	-1	12	1.1	91	-0.9
Nc1c(C(=O)NCCc2ccc(Cl)cc2)sc2ccc(S(=O)(=O)N3CCCCC3)cc12	92	-8	8	-8	0.5	9	20	0.63	87	4.8
O=[N+]([O-])c1cc(C=Nc2ccc3ccccc3c2)ccc1Br	103	-10	10	-10	-0.2	-3	-7	1.1	110	2.0
CCCCN(C)C(=S)Nc1ccc2nc(N3CCN(CC)CC3)cc(C)c2c1	104	-8	-18	18	0.2	-4	-3	0.51	102	1.2
CCOc1ccc(NC2=C(Cl)C(=O)N(C3CCCCC3)C2=O)cc1	93	-12	-14	14	0.0	8	2	1.1	96	6.9
Cc1cc(C)cc(NC(=O)N2CCCC2C(=O)NCc2ccco2)c1 (configuration not stated)	96	-10	5	-5	-0.1	2	0	1.2	102	4.1
CC(C)(C)c1ccc(C(=O)NNC(=O)Cc2cccc3ccccc23)cc1	109	-3	-5	5	-0.2	-10	-4	0.9	103	5.0
O=C(c1ccc2c(c1)OCO2)N(Cc1cccs1)C1(C(=O)NC2CCCCC2)CCCCC1	95	-3	-19	19	-0.2	5	3	0.77	96	3.1
Cc1cccc(-c2nc3ccccc3c(=O)n2NC(=O)/C=C/c2ccc([N+](=O)[O-])cc2)c1	104	-1	-6	6	-0.2	-4	12	1	97	4.8
O=C(CSc1nnc2c(n1)[nH]c1ccc(S(=O)(=O)N3CCOCC3)cc12)Nc1ccccc1Cl	86	-4	-11	11	-0.5	15	13	0.87	91	3.0
O=C(O)c1ccc(Nc2nc(-c3cc4ccccc4oc3=O)cs2)cc1O	110	22	5	-5	-0.3	-11	-5	0.66	104	3.5
Cc1ccc(CNC(=O)Cc2nc3nc(C)cc(C)n3n2)cc1	98	-8	nt	nt	-0.1	2	4	1.1	97	1.8
CCOc1ccc(NC(=O)CN2CCC(n3cnc4cc(F)ccc43)CC2)cc1	92	-5	-13	13	-0.1	7	-1	0.85	105	-1.7
Nc1nc(-c2cccnc2)nc(N2CCCCC2)n1	104	-4	5	-5	0.1	-5	14	1.2	94	0.3
CN(c1ncc(C(F)(F)F)cc1Cl)n1cc(C(=O)O)c2ccccc2c1=O	94	-6	7	-7	-0.3	6	0	1	101	3.9
O=C(N[C@@H](Cc1ccccc1)C(=O)O)c1ccncc1	99	-4	-14	14	0.1	3	nt	0.91	nt	2.3
Cc1cc(N2CCN(c3nc4ccccc4s3)CC2)n2ncnc2n1	75	-6	12	-12	-0.5	28	83*	0.5	35	0.4
CSc1ccc(S(=O)(=O)NCc2ccccc2Cl)cc1	102	-3	1	-1	0.0	-2	-2	1	104	0.6
CN(C)c1ccnc2sc3c(=O)n(Cc4ccccc4)cnc3c12	78	-9	-1	1	-0.5	24	13	0.86	90	1.7

Limited to RAM inhibit, for some of the entries so far:
Structure,RAM inhibit
O=C(N[C@@H](Cc1ccccc1)C(=O)O)c1ccncc1,2.3
CC(C)(C)c1ccc(C(=O)NNC(=O)Cc2cccc3ccccc23)cc1,5.0
Cc1cccc(-c2nc3ccccc3c(=O)n2NC(=O)/C=C/c2ccc([N+](=O)[O-])cc2)c1,4.8
C=CCNC(=O)/C(=C/c1cn(-c2ccccc2)nc1-c1cccc([N+](=O)[O-])c1)NC(=O)c1ccccc1,3.5

Following part
SMILES	STAT1 activator	FLuc inh counter	APP transl inh	APP 5'UTR act	Hsp70 act	STAT1 blocker	STAT3 blocker	NF-kB neuron act	STAT3 act	RAM inhibit
CCC1SC(CC)C(=O)N(CC(=O)NC2CCCCC2)C1=O (configuration not stated)	100	-3	17	-17	0.1	0	4	1.2	103	-0.9
CS(=O)(=O)Nc1cccc(C2=NN(S(=O)(=O)c3ccccc3)C(c3ccco3)C2)c1 (configuration not stated)	99	1	9	-9	-0.4	0	-1	1	104	1.7
O=C(NC1CCCCC1)C(c1cccs1)N(Cc1cccs1)C(=O)c1cccs1 (configuration not stated)	98	-6	-2	2	-0.1	2	1	0.74	102	4.6
CCOc1ccc(S(=O)(=O)Nc2cccnc2)cc1	102	-2	-7	7	-0.3	-4	7	1.1	98	-0.5
O=C(C1CCN(S(=O)(=O)c2cccc3cccnc23)CC1)N1CCN(c2ccccn2)CC1	96	-10	-3	3	0.0	5	12	0.55	94	0.4
CCN(Cc1ccccc1)C(=O)Cn1c(=O)oc2ccccc21	101	-9	11	-11	0.3	1	-2	1.1	106	-0.4
